From PubChem
RAD52 inh: inhibitors of human RAD52 DNA annealing | recombinant RAD52 DNA annealing, FRET fluorescence | P43351 | inhibition, % at 18.7 µM | 360,000 compounds, 0.46% hits;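 active means every replicate showing at least 50% inhibition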
E-selectin induc: induces E-selectin expression in human endothelial cells; P16581; HUVEC E-selectin immunofluorescence imaging; normalized: neutral wells 0, TNF-alpha wells 100; activation, % at 7.58 µM; 260,000 compounds, 0.37% hits; AID 686992;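 active means mean E-selectin-positive cell signal at least 10% of the positive control, reached in at least 60% of replicates, without over 20% cell loss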;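 further: in these data hits start at about 27%; measured in HUVEC primary endothelial cells; signal is the percent of cells scored E-selectin positive by PE staining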
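Assay system: HUVEC primary endothelial cells. Input: 3,000 HUVEC seeded per well. Doses: one compound dose added by pin transfer. Read-out basis: % PE-positive cells. Benchmarks: TNF-alpha high, DMSO low. Detection: immunofluorescence imaging. Buffer or medium: EGM-2, gelatin.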
Xi reactivation: reactivates the inactive X chromosome in mouse fibroblasts; AID 743238; XiGFP mouse fibroblasts, % GFP-positive cells imaging, 3 d; cells co-treated with 5-aza-dC sensitizer; scaled so ellipticine positive control = 100%; 360,000 compounds, 0.055% hits; activation, % at 7.58 µM;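 active means mean normalized replicate activation at least 10% and every replicate at or above 10%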;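 further: 0% = median of on-plate neutral control wells and 100% = ellipticine 6 µM median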
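Assay system – SV40-immortalized XiGFP fibroblast cells, line 68-5-11 · Buffer or medium – DMEM supplemented with 5-aza-dC as sensitizing agent · Dosing – one concentration, pinned · Benchmarks – positive control ellipticine, 6 µM final · Times – 3 days compound exposure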
ERp5 inh: inhibitors of human ERp5; 350,000 compounds, 0.05% hits; Q15084; ERp5 insulin aggregation, absorbance 650 nm, 90 min; inhibition, % at 9.99 µM;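 active means mean replicate inhibition above about 25%, with every replicate also reaching it, limit read from the data, passing the limit was not always enough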
esBAF inh: blocks esBAF chromatin remodeling in mouse ES cells; Bmi1-luciferase knock-in reporter, 24 h; 100% = twice the neutral-well signal; reporter increase, % at 12.5 µM; 350,000 compounds, 2% hits; AID 602393; in the data active means activation above about 40%;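 further: 0% = median of the plate's neutral control wells and 100% = double that signal; a rise in the Bmi1 reporter signal indicates esBAF inhibition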
RAD54 inh: inhibitors of human RAD54 branch migration. RAD54 Holliday junction branch migration, FAM/BHQ fluorescence. inhibition, % at 10.4 µM. 360,000 compounds, 0.14% hits;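 active means mean normalized replicate activity at least 40 and at least half of replicates scoring 40 or more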;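 further: 0% = median of neutral control wells and 100% = median of positive control wells; inhibitors cause a drop in the FAM fluorescence signal; in these data hits start at about 50%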
S100A4 MyoIIA: S100A4-myosin IIA interaction inhibition; 360,000 compounds, 0.14% hits; S100A4/TAMRA-MyoIIA peptide fluorescence polarization; inhibition, % at 10.7 µM;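 active means mean inhibition of at least 70% across replicates, with every replicate also reaching that level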
Target sequence (P26447 whole entry, looked up): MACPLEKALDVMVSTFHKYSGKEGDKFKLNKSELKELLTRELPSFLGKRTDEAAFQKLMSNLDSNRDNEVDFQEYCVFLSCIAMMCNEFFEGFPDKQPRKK
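incubation = readout 5 min after mixing, signal stable up to 60 min | system = S100A4 monomer protein | buffer or medium = HEPES pH 7.2 with CaCl2, KCl, NaCl, DTT, Triton | benchmarks = neutral control DMSO, positive control TFP | also added = fluorescent myosin IIA peptide, 5 nM | compound dosing = one concentration per compound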
ERAP1 HTS inh: inhibitors of human ERAP1 aminopeptidase | inhibition, % at 10.7 µM | recombinant ERAP1, Leu-AMC fluorescence, 60 min | Q9NZ08 | 340,000 compounds, 0.15% hits;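 active means mean replicate inhibition of at least 30%, or all replicates individually reaching that 30% level; inactive means mean below 30% and not every replicate reaching it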;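 further: 0% = neutral control wells and 100% = L-leucinethiol positive control wells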
Target sequence (Q9NZ08 whole entry, looked up): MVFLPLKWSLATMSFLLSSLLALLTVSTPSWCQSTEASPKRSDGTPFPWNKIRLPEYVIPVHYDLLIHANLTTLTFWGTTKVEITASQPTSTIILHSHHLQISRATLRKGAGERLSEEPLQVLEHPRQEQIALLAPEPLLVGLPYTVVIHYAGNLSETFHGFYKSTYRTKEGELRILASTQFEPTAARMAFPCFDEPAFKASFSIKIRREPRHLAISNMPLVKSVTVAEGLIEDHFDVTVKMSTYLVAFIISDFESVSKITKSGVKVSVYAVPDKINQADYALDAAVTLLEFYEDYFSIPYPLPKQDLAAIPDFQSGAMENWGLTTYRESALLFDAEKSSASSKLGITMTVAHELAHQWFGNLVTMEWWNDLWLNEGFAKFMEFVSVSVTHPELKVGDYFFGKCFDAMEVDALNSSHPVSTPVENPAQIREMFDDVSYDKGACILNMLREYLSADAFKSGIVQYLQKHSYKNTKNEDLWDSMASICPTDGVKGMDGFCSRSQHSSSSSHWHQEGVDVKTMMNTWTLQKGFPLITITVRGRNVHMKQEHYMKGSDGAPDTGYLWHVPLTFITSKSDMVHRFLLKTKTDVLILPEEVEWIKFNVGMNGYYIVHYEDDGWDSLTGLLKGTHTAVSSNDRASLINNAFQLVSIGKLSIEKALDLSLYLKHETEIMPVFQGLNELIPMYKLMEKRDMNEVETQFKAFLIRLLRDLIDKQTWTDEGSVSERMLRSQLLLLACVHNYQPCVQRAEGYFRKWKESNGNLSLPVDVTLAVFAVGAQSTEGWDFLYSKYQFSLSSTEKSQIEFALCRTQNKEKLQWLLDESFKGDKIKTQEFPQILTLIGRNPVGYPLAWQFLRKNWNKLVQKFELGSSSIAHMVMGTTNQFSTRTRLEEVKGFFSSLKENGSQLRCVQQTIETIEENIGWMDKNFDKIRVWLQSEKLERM
Starred values were filed as active, the others as inactive; · = not tested or not shown; & = joins results of further samples.

SMILES	RAD52 inh	E-selectin induc	Xi reactivation	ERp5 inh	esBAF inh	RAD54 inh	S100A4 MyoIIA	ERAP1 HTS inh
C[C@H](CO)N1C[C@H](C)[C@H](CN(C)Cc2ccc3c(c2)OCO3)Oc2c(NS(=O)(=O)c3ccc(F)cc3)cccc2C1=O	5.0	0.3	-0.5	-0.2	-4.1	8.9	16.5	1.1
COc1ccc(Cl)cc1NC(=O)C/C(C)=N/NC(=O)c1ccc(O)cc1	-1.0	0.3	0.0	2.2	22.0	-10.6	-0.9	1.1
CC(C)(C)c1ccc(CC(=O)N2CCC2(C)C(=O)NCc2cccs2)cc1 (configuration not stated)	-11.3	0.0	0.1	-6.7	7.1	0.6	-0.1	-1.1
CCCC(=O)Nc1ccc2c(c1)C(=O)N(C)C[C@@H](OC)[C@@H](C)CN(CCC(F)(F)F)[C@@H](C)CO2	-4.7	0.0	-0.2	-1.4	3.0	-11.8	-6.9	3.7
Cc1ccc(NC(=O)CCc2ccc(C)o2)cc1	-4.2	·	0.1	0.1	12.1	-3.2	0.3	-2.0
CCN(CC)S(=O)(=O)c1ccc(C)c(NC(=O)CSc2nnnn2C)c1	-9.0	·	-0.2	3.7	-4.2	-9.0	3.5	-1.3
COc1ccc(-n2c(=O)c(CCC(=O)NCCc3ccccc3F)nc3ccccc32)cc1	-11.8	·	0.5	-13.0	11.4	-2.4	-7.3	-1.6
Cn1c(Nc2ccc(Cl)cc2)cc(=O)n(C)c1=O	-7.8	·	0.0	-0.2	-4.8	-1.6	0.7	-3.5
CC(=O)Nc1ccc(NC(=O)CCCSc2nc3ccccc3[nH]2)cc1	7.7	0.0	-0.2	1.2	·	1.1	-1.5	2.1
COc1cc(S(=O)(=O)N2CCOCC2)ccc1NC(=O)CN1c2cccc3cccc(c23)S1(=O)=O	-22.0	-0.3	0.0	-2.4	·	-0.1	0.1	-5.1
CC1CCCCN1CCCNC(=O)CN1C(=O)c2cccnc2Oc2ccc(Cl)cc21 (configuration not stated)	-1.1	·	-0.1	1.3	1.0	-4.7	-4.3	4.2
O=C(COc1ccccc1Cl)NC(=O)NC1CCCCC1	-3.8	-0.1	0.0	7.5	12.2	17.1	-5.6	1.9
O=C(NCCCNCCCNC(=O)c1ccccn1)c1ccccn1	-6.4	·	·	10.9	-5.3	-0.5	-3.8	3.1
Cc1ccccc1-c1cc2nc(NCc3cccnc3)n(C)c(=O)c2s1	-7.7	0.4	0.1	3.2	4.8	2.7	-15.7	-1.5
Cc1ccc(C)c(C(=O)COC(=O)Cn2c(C)csc2=O)c1	-3.9	·	0.6	4.1	-2.8	-0.8	-0.2	1.0
CC(Oc1ccc2c3c(c(=O)oc2c1)CCCC3)C(=O)NCC(O)c1ccccc1 (configuration not stated)	-4.8	-0.1	0.1	-15.6	-0.1	-7.2	0.3	3.6
C[C@@H]1CN([C@@H](C)CO)C(=O)Cc2cc(NC(=O)Nc3ccc(F)cc3)ccc2O[C@@H]1CN(C)C(=O)Nc1ccc2c(c1)OCO2	-5.5	0.0	-1.2	4.5	1.7	0.1	1.0	0.4
CN(C)c1ccc(/C=N/NC(=O)c2nonc2N)cc1[N+](=O)[O-]	0.5	·	0.0	4.5	18.7	6.6	6.7	6.6
O=C(O)c1ccc(N2C(=O)c3cccc4cccc(c34)C2=O)cc1	-20.6	·	0.0	1.4	6.2	9.5	-4.1	-6.5
COc1ccc(N2CCN(CC(O)COc3ccccc3[N+](=O)[O-])CC2)cc1 (configuration not stated)	-5.9	·	0.4	-0.7	-0.2	·	0.2	-3.5
COc1ccc(NC2c3ccccc3C(=O)N2c2ccccn2)cc1 (configuration not stated)	10.3	2.0	-0.1	1.2	-0.9	8.4	5.6	0.8
C[C@@H]1CN([C@@H](C)CO)S(=O)(=O)c2ccc(C3=CCCCC3)cc2O[C@@H]1CN(C)C(=O)CC1CC1	-0.1	-0.5	0.7	4.3	1.1	-2.0	2.4	-3.2
CCCNC(=O)N[C@H]1CC[C@H](CC(=O)NCCc2ccccc2)O[C@H]1CO	-1.4	-0.1	0.8	1.5	-4.5	1.5	7.7	-0.4
C[C@@H]1CCCCO[C@@H](CN(C)Cc2ccc(C(F)(F)F)cc2)[C@@H](C)CN([C@@H](C)CO)C(=O)c2cc(NS(=O)(=O)c3cccs3)ccc2O1	-24.0	-0.2	-0.6	10.8	-0.9	-10.7	-1.7	1.2
COc1cc(C(C)=O)cc(OC)c1O	-7.3	·	·	2.0	6.8	2.4	-2.2	2.1
O=C(Nc1ccc(N2CCOCC2)c(S(=O)(=O)Nc2ccc(Cl)cc2)c1)c1ccc(=O)[nH]n1	-13.2	·	-0.1	-4.6	4.0	-6.7	-0.1	2.2
CC(C)CCN(C(=O)C1CSC2(C)CCC(=O)N12)c1c(N)n(Cc2ccccc2)c(=O)[nH]c1=O (configuration not stated)	-10.8	·	0.5	-2.1	·	·	-3.6	0.8
Cc1noc(C)c1NC(=O)N(C)C[C@@H]1OCCCC[C@H](C)Oc2ccc(NS(=O)(=O)c3cn(C)cn3)cc2C(=O)N([C@@H](C)CO)C[C@@H]1C	·	-0.2	-0.8	·	2.7	3.1	·	·
O=C(Nc1ccc(S(=O)(=O)NC2=NCCCCC2)cc1)c1ccc([N+](=O)[O-])s1	-5.4	-0.3	0.4	2.3	-62.1	-6.6	-3.2	5.0
COc1cccc(CNC2CCCc3ccccc32)c1OC (configuration not stated)	-8.7	·	0.0	4.0	·	·	8.4	-1.0
CN(C(=O)c1ccc2c(c1)OCO2)C1CCCCC1	-5.4	·	0.2	2.6	·	-9.6	-1.9	2.8
C#CCN1CC(COc2ccccc2)OCCS1(=O)=O (configuration not stated)	-7.9	·	0.3	1.8	·	·	-11.5	-1.5
CNC[C@H]1Oc2ccc(NC(=O)CCC(F)(F)F)cc2C(=O)N([C@@H](C)CO)C[C@@H]1C	0.1	0.0	0.3	0.5	-3.1	1.2	20.3	1.7
CO[C@H]1CN(C)C(=O)c2cc(NC(=O)Nc3cccc(F)c3)ccc2OC[C@H](C)NC[C@@H]1C	7.7	0.0&-0.2	-0.1&-0.6	5.0	2.6	-1.1	2.8	-1.9
CS(=O)(=O)Nc1ccc2c(c1)[C@H]1C[C@@H](CC(=O)NCCc3ccccc3)O[C@@H](CO)[C@H]1O2	-8.9	0.0	0.2	-2.6	2.6	-0.5	-17.9	-0.5
O=C(CCC1CCN(Cc2ccccc2O)CC1)NC1CC1	-13.7	·	0.9	0.3	-2.6	-2.3	-18.3	-0.2
COc1ccc(CC2S/C(=N/N=C/c3ccc(O)cc3)NC2=O)cc1 (configuration not stated)	1.8	·	0.0	-5.6	27.1	5.9	-1.3	-3.3
CCc1nnc(NC(=O)CSc2nc3c(c(=O)n2C)SC(C)C3)s1 (configuration not stated)	0.7	·	0.0	-6.1	0.0	11.8	-5.3	3.4
COc1ccccc1-c1cc(NC=O)c2ncc(-c3ccc(F)cc3)n2c1	-61.2	0.0	0.0	3.0	-6.1	4.2	-0.2	-6.1
C/C=C/c1ccc([C@H]2[C@@H](CO)N(C(C)=O)[C@H]2CN(CCOC)C(C)=O)cc1	0.7	-0.1	-0.1	3.1	·	·	-2.3	-1.3
COc1ccccc1CNC(=O)CN(c1ccc(C)cc1)S(=O)(=O)c1c(C)nn(C)c1C	-5.8	·	·	5.2	1.4	6.3	0.1	2.9
O=C(CS(=O)(=O)c1cn(CC(=O)N2CCCC2)c2ccccc12)Nc1ccccc1F	0.1	-0.2	0.1	6.5	·	1.9	-9.7	-2.4
COc1ccccc1C(=O)Nc1ccc2c(c1)CN(C(=O)CSC)CC2	-5.8	0.1	0.0	1.8	19.6	-0.9	1.3	-2.6
CCOC(CNC(=O)C(=O)Nc1cc2c3c(c1)CC(=O)N3CCC2)OCC	-12.8	·	0.3	2.9	7.9	6.7	-10.9	1.4
O=C(C[C@H]1CC[C@@H]2[C@H](COC[C@@H](O)CN2C(=O)c2cnccn2)O1)N1CCN(c2ccccc2)CC1	·	0.0	0.2	·	-2.1	-7.3	·	·
O=C1NC(CCc2ccccc2)C(=O)N1Cc1ccc(Br)cc1 (configuration not stated)	-2.8	2.7	0.1	-1.6	·	-4.2	-0.2	-0.8
CCCNC(=O)N1CC2(C1)CN(C(=O)COC)[C@H](CO)c1[nH]c3cc(OC)ccc3c12	-5.8	-0.2	0.2	-2.0	·	·	-9.2	-4.0
CCC(=O)N1C[C@H]2[C@@H](c3ccccc31)[C@@H](CO)N2C(=O)Nc1ccccc1	-10.8	0.0	0.6	-2.1	-5.2	12.2	0.2	0.0
CC(=O)N1CCc2c(sc(NC(=O)CS(=O)(=O)c3ccc(F)cc3)c2C(N)=O)C1	-49.8	·	0.0	-4.7	-3.1	-6.7	-7.2	1.5
C[C@H]1CN([C@@H](C)CO)C(=O)c2cc(C#Cc3ccccc3F)cnc2O[C@H]1CN(C)S(C)(=O)=O	-0.1	0.1	0.9	6.8	-2.7	-3.5	8.0	-1.4

Next part
SMILES	RAD52 inh	E-selectin induc	Xi reactivation	ERp5 inh	esBAF inh	RAD54 inh	S100A4 MyoIIA	ERAP1 HTS inh
C[C@@H]1CN([C@@H](C)CO)C(=O)c2cc(C#CCN(C)C)cnc2O[C@H]1CN(C)S(=O)(=O)c1cn(C)cn1	1.3	0.2	-1.9	-7.1	-2.6	-7.5	-7.1	-0.3
CSc1cccc2sc(NC(=O)C3=COCCO3)nc12	-10.1	-0.3	-0.1	1.3	56.8*	7.7	8.9	0.1
CNC[C@H]1Oc2ccc(NC(=O)Nc3cccc4ccccc34)cc2CC(=O)N([C@H](C)CO)C[C@H]1C	-2.0	-2.6	-0.8	2.6	-0.3	12.6	4.2	-3.1
COc1ccc(Cl)cc1NC(=O)CN(C)C(C)C(=O)NC(=O)NC1CCCCC1 (configuration not stated)	-6.5	0.5	-0.1	-4.4	-5.1	1.6	1.6	-7.1
Nc1ccc(-c2cc(-c3ccc(N)cc3)nc(-c3ccccc3)n2)cc1	-17.7	·	0.0	-5.6	-3.1	4.7	-5.4	-2.1
C[C@@H]1CN([C@@H](C)CO)C(=O)CCCn2nncc2CO[C@H]1CN(C)S(=O)(=O)c1cccc(F)c1	-11.3&-1.9&12.5	-0.3&0.0	0.1&0.2	4.9&1.0&-1.4	2.0&-2.6&-2.0	3.0&-1.3&-6.4	2.2&11.3&-0.1	7.7&-0.6&-1.6
Cc1ccc2c(c1)N(CC(=O)NCCCN1CCCCC1)C(=O)c1cccnc1O2	-8.9	0.1	0.2	0.3	6.0	-0.4	-3.1	-2.5
O=C(O)c1cnn(-c2nc(-c3ccc(Cl)c(Cl)c3)cs2)c1C(F)(F)F	-13.9	13.5	0.0	-2.0	18.5	-3.6	2.4	-1.4
O=C(NNC(=O)C1CCCN(S(=O)(=O)c2ccc3ccccc3c2)C1)C1CC1 (configuration not stated)	-6.5	1.9	0.0	6.0	·	·	-8.2	-1.2

2 records drawn at random from those above:
SMILES	RAD52 inh	E-selectin induc	Xi reactivation	ERp5 inh	esBAF inh	RAD54 inh	S100A4 MyoIIA	ERAP1 HTS inh
CNC[C@H]1Oc2ccc(NC(=O)Nc3cccc4ccccc34)cc2CC(=O)N([C@H](C)CO)C[C@H]1C	-2.0	-2.6	-0.8	2.6	-0.3	12.6	4.2	-3.1
COc1ccc(Cl)cc1NC(=O)CN(C)C(C)C(=O)NC(=O)NC1CCCCC1 (configuration not stated)	-6.5	0.5	-0.1	-4.4	-5.1	1.6	1.6	-7.1

Hits appear at their usual frequency; overall some 2.5% were active at least once.
